Screens (PubChem BioAssay)
tim23-1 inh: growth inhibitors of tim23-1 mutant yeast. S. cerevisiae tim23-1 growth, BacTiter-Glo luminescence, 24 h. inhibition, % at 20 µM. hit rate 1.3% among 330,000;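 active = growth inhibition of the mutant yeast at or above 50%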;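 also: temperature-sensitive mutant grown at 25 °C; plate controls were DMSO-treated mutant yeast for no effect and medium wells lacking yeast for full effect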
CXCR6 block: inhibitors of human CXCR6 receptor | O00574 | CHO-K1 PathHunter CXCR6 beta-arrestin, luminescence | inhibition, % at 20 µM | hit rate 0.36% among 360,000 | AID 602244; in the data active = inhibition above about 34%, passing the limit was not always enough;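 also: antagonist mode with CXCL16 agonist at 10 nM final; 0% = 10 nM CXCL16 with DMSO and 100% = unstimulated wells without agonist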
Target sequence (O00574 whole entry, looked up): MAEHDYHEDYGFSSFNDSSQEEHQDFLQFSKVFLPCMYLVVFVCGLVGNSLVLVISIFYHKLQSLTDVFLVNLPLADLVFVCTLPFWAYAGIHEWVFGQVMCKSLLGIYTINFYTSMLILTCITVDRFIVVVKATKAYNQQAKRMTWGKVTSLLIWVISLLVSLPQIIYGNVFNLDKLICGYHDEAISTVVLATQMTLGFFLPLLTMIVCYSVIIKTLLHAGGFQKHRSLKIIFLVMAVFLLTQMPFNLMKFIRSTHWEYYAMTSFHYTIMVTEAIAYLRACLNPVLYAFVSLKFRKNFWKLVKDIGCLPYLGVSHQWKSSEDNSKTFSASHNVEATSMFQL
APJ antag: APJ receptor antagonism. P35414. CHO-K1 APJ beta-arrestin complementation, luminescence. inhibition, % at 20 µM. hit rate 0.32% among 330,000. AID 2521;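 active = inhibition above about 40% at 20 µM, limit read from the data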;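 also: cells challenged with 10 nM apelin-13 agonist together with compound; plate controls were apelin-13 plus DMSO wells for no effect and DMSO wells lacking apelin-13 for full effect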
Target sequence (P35414 whole entry, looked up): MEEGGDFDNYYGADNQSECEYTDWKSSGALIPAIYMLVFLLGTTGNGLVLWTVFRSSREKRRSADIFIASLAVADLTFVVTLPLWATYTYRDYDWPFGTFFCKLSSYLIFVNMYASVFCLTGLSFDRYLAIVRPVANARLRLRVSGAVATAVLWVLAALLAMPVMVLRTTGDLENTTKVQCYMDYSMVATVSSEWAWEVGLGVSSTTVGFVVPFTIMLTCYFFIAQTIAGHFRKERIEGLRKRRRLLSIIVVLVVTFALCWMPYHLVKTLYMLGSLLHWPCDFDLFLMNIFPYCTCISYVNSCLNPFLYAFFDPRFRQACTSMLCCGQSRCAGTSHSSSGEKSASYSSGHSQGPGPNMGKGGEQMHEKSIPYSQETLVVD
TIM10 inh: TIM10 yeast growth inhibition; hit rate 1.4% among 330,000; inhibition, % at 10 µM; S. cerevisiae TIM10 strain growth, BacTiter-Glo luminescence, 24 h;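 active = inhibition of 40% or more at the single tested concentration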;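 also: wild-type TIM10 isogenic control strain grown at permissive 25 °C; 0% = DMSO yeast wells and 100% = minimal medium wells without yeast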
Mdm2 MdmX PPI: inhibitors of human Mdm2/MdmX interaction | O15151+Q00987 | SaOS-2 split-luciferase Mdm2/MdmX complementation, luminescence | inhibition, % at 8 µM | hit rate 3% among 330,000 | AID 485346;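 active = inhibition of at least 50% at 8 µM in the primary screen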
UPR CHOP act: activators of apoptotic arm of unfolded protein response (CHOP) | activation, % at 10 µM | CHO-CHOP luciferase reporter, UPR activation, luminescence; percent of tunicamycin response over DMSO baseline | hit rate 0.34% among 330,000;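 active = at 10 µM dose, activation of 40% or more, normalized to positive control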;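 also: 100% = tunicamycin at 10 µg/mL and 0% = DMSO alone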
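System: CHO CHOP reporter cells. Amount: 500 cells per well. Buffer or medium: F12 medium, 10% FBS. Compound dosing: one dose, 10 µM in 0.5% DMSO. Incubation: 6 h compound exposure at 37 °C after overnight seeding. Technique: Steady-Glo luciferase luminescence. Benchmarks: tunicamycin and DMSO controls.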
tim10-1 inh: growth inhibitors of tim10-1 mutant yeast. S. cerevisiae tim10-1 ts strain growth, BacTiter-Glo, 24 h. inhibition, % at 20 µM. hit rate 2.2% among 330,000. AID 463190;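 active = inhibition of at least 40%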;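 also: mutant grown at 25 °C; 0% = DMSO wells with yeast and 100% = wells holding no yeast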
UPR XBP1 act: adaptive UPR (XBP1) activation; CHO-XBP1 luciferase reporter, IRE1-XBP1 UPR activation, luminescence; percent of tunicamycin response, DMSO as zero; activation, % at 20 µM; hit rate 0.33% among 330,000; AID 463104;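 active = versus positive control, 20 µM dose yields 30% or more activation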;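 also: 100% = tunicamycin at 10 µg/mL and 0% = DMSO only wells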
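Assay system: IRE1-XBP1 luciferase reporter CHO line. Input: 1000 cells/well. Buffer or medium: F12 with 10% serum. Doses: 20 µM, 1% DMSO. Times: overnight seeding at 37 °C, 6 h compound treatment at 37 °C. Technique: Steady-Glo luciferase glow luminescence, 10 min after reagent addition.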
APJ ag: APJ receptor agonism | activation, % at 20 µM | AID 2520 | P35414 | CHO-K1 APJ PathHunter beta-arrestin, luminescence; 0% DMSO wells, 100% apelin | hit rate 0.11% among 330,000;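 active = activation more than six SD over the plate average, tested at 20 µM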;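 also: 0% = DMSO alone and 100% = apelin-13 at 10 nM; some results filed as inactive read as strong as hits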
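Assay system: CHO-K1 cells stably expressing ProLink-tagged human APJ and arrestin–beta-gal acceptor. Compound dosing: 20 µM single point, 1% DMSO. Times: 16-18 h seeding, 90 min dark compound exposure, 60 min detection. Detection: beta-gal luminescence. Evaluation: APJ–arrestin association signal. Controls: negative DMSO alone, positive Apelin-13 at 10 nM.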
* = called active by the depositor. The list is partial; the hit share may differ from the screen's.

Results for COc1ccc(-c2cc(C(=O)Nc3ccccc3O)c3ccccc3n2)cc1OC ?
tim23-1 inh: 18; CXCR6 block: 3; APJ antag: -19; TIM10 inh: 17; Mdm2 MdmX PPI: 52*; UPR CHOP act: 9.3; tim10-1 inh: 30; UPR XBP1 act: 2; APJ ag: 0

How did Nc1nnnn1/N=C/c1cc(Cl)cc(Cl)c1OCc1ccc(Cl)cc1Cl do in these assays?
tim23-1 inh: 9; CXCR6 block: -3; APJ antag: -6; TIM10 inh: 5; Mdm2 MdmX PPI: 81*; UPR CHOP act: 1.1; tim10-1 inh: 8; UPR XBP1 act: -1; APJ ag: -2

Results for O=Cc1sc([O-])nc1-[n+]1ccc2ccccc2c1 ?
tim23-1 inh: 10; APJ antag: 10; TIM10 inh: 10; Mdm2 MdmX PPI: -14; UPR CHOP act: 5.6; tim10-1 inh: 10; UPR XBP1 act: -4; APJ ag: 0

Results for O=C(NCCCCNC(=O)c1ccc(Br)s1)c1ccc(Br)s1 ?
tim23-1 inh: -6; CXCR6 block: -5; APJ antag: 8; TIM10 inh: -8; Mdm2 MdmX PPI: 36; UPR CHOP act: 3.8; tim10-1 inh: -1; UPR XBP1 act: 3; APJ ag: -4

Results for CCNC(=S)NNC(=O)c1csc2ccccc12 ?
tim23-1 inh: 8; CXCR6 block: 12; APJ antag: 16; TIM10 inh: 18; Mdm2 MdmX PPI: -10; UPR CHOP act: 0.4; tim10-1 inh: 10; UPR XBP1 act: -3; APJ ag: -5

How did O=c1oc2c3c4c(cc2s1)CCCN4CCC3 do in these assays?
tim23-1 inh: 5; CXCR6 block: 13; APJ antag: -16; TIM10 inh: 0; Mdm2 MdmX PPI: 7; UPR CHOP act: -1.9; tim10-1 inh: 12; UPR XBP1 act: -3; APJ ag: -2

Results for CCOc1ccc(C(=O)Nc2ccc(S(=O)(=O)NCC3CCCO3)cc2)cc1OCC (stereo not given) ?
tim23-1 inh: 3; CXCR6 block: 5; APJ antag: -5; TIM10 inh: 19; Mdm2 MdmX PPI: 4; UPR CHOP act: 0.2; tim10-1 inh: 0; UPR XBP1 act: -2; APJ ag: 9

Results for CCN1CCCC1CN(Cc1cc2ccc(C)cc2[nH]c1=O)C(=S)Nc1ccccc1OC (stereo not given) ?
tim23-1 inh: 4; CXCR6 block: 11; APJ antag: 6; TIM10 inh: -9; Mdm2 MdmX PPI: 2; UPR CHOP act: -0.9; tim10-1 inh: 11; UPR XBP1 act: -3; APJ ag: -2

What do the screens show for `COc1ccc(NC(=O)CSc2nnc(-c3ccccc3C)n2N)cc1OC`?
tim23-1 inh: -4; CXCR6 block: 1; APJ antag: 1; TIM10 inh: 2; Mdm2 MdmX PPI: 11; UPR CHOP act: -1.6; tim10-1 inh: 9; UPR XBP1 act: 0; APJ ag: -4

Results for COc1ccc(OCc2nnc(SCC(=O)N3CCCCC3)o2)cc1 ?
tim23-1 inh: 10; CXCR6 block: -2; APJ antag: 12; TIM10 inh: -10; Mdm2 MdmX PPI: 20; UPR CHOP act: 3.1; tim10-1 inh: 14; UPR XBP1 act: -6; APJ ag: -1

Results for COc1cc(C#Cc2c(-c3cncn3C)n(C)c3ccc(-c4cnc(OC)nc4)cc23)cc(OC)c1 ?
tim23-1 inh: 41; CXCR6 block: -1; APJ antag: 8; TIM10 inh: 10; Mdm2 MdmX PPI: 66*; UPR CHOP act: 13; tim10-1 inh: 30; UPR XBP1 act: 4; APJ ag: -1

What do the screens show for `O=C(NCc1cccnc1)Nc1cccc(Cl)c1Cl`?
tim23-1 inh: 21; CXCR6 block: -4; APJ antag: 9; TIM10 inh: 0; Mdm2 MdmX PPI: 14; UPR CHOP act: 0.8; tim10-1 inh: -4; UPR XBP1 act: -3; APJ ag: 0

What do the screens show for `O=C(NC1CCCCCCC1)C1CCN(c2nc3ccccc3o2)CC1`?
tim23-1 inh: 21; CXCR6 block: 0; APJ antag: -27; TIM10 inh: 19; Mdm2 MdmX PPI: -6; UPR CHOP act: -0.9; tim10-1 inh: 0; UPR XBP1 act: -1; APJ ag: -3

Results for O=C(NCCCN1CCOCC1)/C(=C/c1ccco1)NC(=O)c1ccccc1 ?
tim23-1 inh: 2; CXCR6 block: 6; APJ antag: 2; TIM10 inh: 12; Mdm2 MdmX PPI: -18; UPR CHOP act: -1.5; tim10-1 inh: -12; UPR XBP1 act: -3; APJ ag: -4

Results for COc1ccccc1Nc1nc(NCCO)nc(N2CCCC2)n1 ?
tim23-1 inh: 20; CXCR6 block: 0; APJ antag: -1; TIM10 inh: 23; Mdm2 MdmX PPI: -12; UPR CHOP act: 2.3; tim10-1 inh: 23; UPR XBP1 act: 4; APJ ag: 3

What do the screens show for `CN(C)CCCNCCCNC(=O)/C=N/O`?
tim23-1 inh: 3; CXCR6 block: 1; APJ antag: 1; TIM10 inh: -2; Mdm2 MdmX PPI: -3; UPR CHOP act: -1.5; tim10-1 inh: -9; UPR XBP1 act: -2; APJ ag: -4

Results for O=C(NC(c1ccccc1)c1ccccc1)N1CCOCC1 ?
tim23-1 inh: 8; CXCR6 block: 1; APJ antag: 21; TIM10 inh: -10; Mdm2 MdmX PPI: 11; UPR CHOP act: -1.3; tim10-1 inh: 1; UPR XBP1 act: 2; APJ ag: -3

What do the screens show for `Cc1noc(C)c1COc1ccc(C(=O)N2CCC(C(N)=O)CC2)cc1`?
tim23-1 inh: -4; CXCR6 block: -2; APJ antag: -1; TIM10 inh: -3; Mdm2 MdmX PPI: 23; UPR CHOP act: 0.2; tim10-1 inh: -17; UPR XBP1 act: 0; APJ ag: -2

What do the screens show for `O=C(COc1ccc(C(=O)Nc2ccc(Cl)cc2)cc1)NCc1ccccc1`?
tim23-1 inh: -13; CXCR6 block: 7; APJ antag: 6; TIM10 inh: -20; Mdm2 MdmX PPI: 62*; UPR CHOP act: -0.1; tim10-1 inh: -16; UPR XBP1 act: -1; APJ ag: -4

How did O=[N+]([O-])c1ccccc1/C=C/C=N/n1c(-c2ccc(Cl)cc2)n[nH]c1=S do in these assays?
tim23-1 inh: 14; CXCR6 block: 12; APJ antag: 10; TIM10 inh: 30; Mdm2 MdmX PPI: -25; UPR CHOP act: -1.8; tim10-1 inh: 30; UPR XBP1 act: 0; APJ ag: -1

How did O=C(Nc1ccc2c(c1)OCCO2)NC1(C(F)(F)F)Oc2ccccc2O1 do in these assays?
tim23-1 inh: 13; CXCR6 block: -2; APJ antag: -11; TIM10 inh: -11; Mdm2 MdmX PPI: 13; UPR CHOP act: -5.8; tim10-1 inh: 10; UPR XBP1 act: -3; APJ ag: -1

Results for COc1ccc(NC(=O)CN(C)C(=O)c2cc(C3CC3)nn2-c2ccccc2)cc1 ?
tim23-1 inh: 26; CXCR6 block: 0; APJ antag: -6; TIM10 inh: -18; Mdm2 MdmX PPI: 27; UPR CHOP act: -1.5; tim10-1 inh: 4; UPR XBP1 act: 0; APJ ag: -1

How did O=C(O)CSCC(=O)NCc1c(Cl)cccc1Oc1ccccc1 do in these assays?
tim23-1 inh: 5; CXCR6 block: 7; APJ antag: 8; TIM10 inh: 14; Mdm2 MdmX PPI: 11; UPR CHOP act: -1.0; tim10-1 inh: 4; UPR XBP1 act: -2; APJ ag: -5

How did CCN(CC)CCNc1nc(-c2ccc(OC(F)F)cc2)c(C)s1 do in these assays?
tim23-1 inh: 13; CXCR6 block: -5; APJ antag: 16; TIM10 inh: 18; Mdm2 MdmX PPI: 27; UPR CHOP act: -1.7; tim10-1 inh: 10; UPR XBP1 act: 0; APJ ag: -2

What do the screens show for `COC(=O)[C@H](CCSC)NC(=O)Nc1ccc(C(C)C)cc1`?
tim23-1 inh: 17; CXCR6 block: -4; APJ antag: 2; TIM10 inh: -2; Mdm2 MdmX PPI: 13; UPR CHOP act: -1.2; tim10-1 inh: 12; UPR XBP1 act: -1; APJ ag: -4

How did O=[N+]([O-])c1cccc(/C=N/Nc2nc(N3CCOCC3)nc(N3CCOCC3)n2)c1 do in these assays?
tim23-1 inh: -6; CXCR6 block: -2; APJ antag: 17; TIM10 inh: 16; Mdm2 MdmX PPI: 7; UPR CHOP act: -0.1; tim10-1 inh: -4; UPR XBP1 act: 5; APJ ag: -2

How did Cc1c(NS(=O)(=O)c2cccc(C(=O)N3CCC(C(N)=O)CC3)c2)c(=O)n(-c2ccccc2)n1C do in these assays?
tim23-1 inh: -10; CXCR6 block: -1; APJ antag: 12; TIM10 inh: -9; Mdm2 MdmX PPI: 8; UPR CHOP act: -1.4; tim10-1 inh: -4; UPR XBP1 act: -4; APJ ag: 0

Results for O=C(NCCC1=CCCCC1)C1CCN(S(=O)(=O)N2CCOCC2)CC1 ?
tim23-1 inh: 23; CXCR6 block: 4; APJ antag: 12; TIM10 inh: -10; Mdm2 MdmX PPI: -2; UPR CHOP act: -1.4; tim10-1 inh: 6; UPR XBP1 act: -1; APJ ag: -5

What do the screens show for `Cc1c(NC(=O)/C=C/c2cn(-c3ccccc3)nc2-c2ccc(F)cc2)c(=O)n(-c2ccccc2)n1C`?
tim23-1 inh: 20; CXCR6 block: 9; APJ antag: 8; TIM10 inh: 13; Mdm2 MdmX PPI: 18; UPR CHOP act: 7.2; tim10-1 inh: 16; UPR XBP1 act: 0; APJ ag: -3

How did CCOC(=O)c1c(C)[nH]c(N=Nc2ccc(C)cc2C)c1C do in these assays?
tim23-1 inh: 7; CXCR6 block: 9; APJ antag: 12; TIM10 inh: 8; Mdm2 MdmX PPI: -33; UPR CHOP act: 5.4; tim10-1 inh: 23; UPR XBP1 act: 7; APJ ag: -5

Results for CCCc1nnc(N2C(=O)c3cccc4cccc(c34)C2=O)s1 ?
tim23-1 inh: 6; CXCR6 block: -1; APJ antag: 8; TIM10 inh: -6; Mdm2 MdmX PPI: -3; UPR CHOP act: -0.1; tim10-1 inh: 12; UPR XBP1 act: -3; APJ ag: -1

Results for O=C(Nc1cc(F)cc(F)c1)c1ccc(NCCCN2CCCCCC2)c([N+](=O)[O-])c1 ?
tim23-1 inh: -1; CXCR6 block: 0; APJ antag: 6; TIM10 inh: -9; Mdm2 MdmX PPI: 30; UPR CHOP act: 1.4; tim10-1 inh: -8; UPR XBP1 act: 1; APJ ag: -6

What do the screens show for `CCNC(=S)N1CCC(C(=O)c2ccc(Cl)cc2)CC1`?
tim23-1 inh: 19; CXCR6 block: -5; APJ antag: 13; TIM10 inh: 1; Mdm2 MdmX PPI: 6; UPR CHOP act: 0.5; tim10-1 inh: 5; UPR XBP1 act: -4; APJ ag: -1
